Screening results: PubChem BioAssay, National Center for Advancing Translational Sciences (NCATS)
WRN helicase inh – inhibitors of human WRN helicase; actives 0.46% (n = 360,000); WRN helicase unwinding, fluorescent forked duplex, kinetic; AID 651768; Potency, µM (top dose mostly 114 µM), without a hit: top-dose activity change, negative = inhibition, usual class: inhibitors; Q14191; also: potency is read from the fitted curve at half-maximal effect; % is scaled to controls: 0 for no effect and ±100 for the full control effect; nearly all actives have a fitted effect of over 55% in size
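Kinetic red-fluorescence monitoring (525/598 nm) tracks WRN helicase activity after 100 nM fluorophore-quencher forked duplex and 2 mM ATP are added to 20 nM enzyme pretreated 15 min at room temperature with compound.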
EPAC2 antagonist – blocks human EPAC2 exchange factor. EPAC2 GEF exchange of Rap1B-BODIPY-GDP, fluorescence. Q8WZA2. actives 0.18% (n = 360,000). Potency, µM (titrated, usually from 114 µM), inactives show at the top dose activity, negative = inhibition, usual class: inhibitors; also: potency is read from the fitted curve at half-maximal effect; % is scaled to controls: 0 for no effect and ±100 for the full control effect; nearly all actives have a fitted effect of over 45% in size; many of its hits are not listed in these tables
EPAC1 ag – EPAC1 (human) agonism | O95398 | EPAC1 agonist qHTS, biochemical assay; response scale: 100% = response to 6.5 mM cAMP | Potency, µM (doses to about 154 µM), for inactives: at the top dose activation, most hits filed as activators | actives 0.073% (n = 360,000); also: potency is read from the fitted curve at half-maximal effect; nearly all actives have a fitted effect of over 60% in size
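Compounds were pinned as a concentration titration into mixtures of EPAC1 (100 nM), BODIPY-GDP-loaded Rap1B (250 nM) and GDP (50 uM). After 5 min at room temperature, fluorescence was followed for 30 min; activity was scaled to 6.5 mM cAMP.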
PLK1 PBD inh – inhibitors of human PLK1 polo-box domain binding; P53350; Plk1 PBD binding of FITC phosphopeptide, fluorescence polarization; Potency, µM, without a hit: max response, negative = inhibition, actives largely listed as inhibitors; actives 2.8% (n = 360,000); AID 720504; also: potency is read from the fitted curve at half-maximal effect; series mostly up to about 57 µM; % is scaled to controls: 0 for no effect and ±100 for the full control effect; nearly all actives have a fitted effect of over 65% in size
Target sequence (P53350 whole entry, looked up, the tested form may be a part): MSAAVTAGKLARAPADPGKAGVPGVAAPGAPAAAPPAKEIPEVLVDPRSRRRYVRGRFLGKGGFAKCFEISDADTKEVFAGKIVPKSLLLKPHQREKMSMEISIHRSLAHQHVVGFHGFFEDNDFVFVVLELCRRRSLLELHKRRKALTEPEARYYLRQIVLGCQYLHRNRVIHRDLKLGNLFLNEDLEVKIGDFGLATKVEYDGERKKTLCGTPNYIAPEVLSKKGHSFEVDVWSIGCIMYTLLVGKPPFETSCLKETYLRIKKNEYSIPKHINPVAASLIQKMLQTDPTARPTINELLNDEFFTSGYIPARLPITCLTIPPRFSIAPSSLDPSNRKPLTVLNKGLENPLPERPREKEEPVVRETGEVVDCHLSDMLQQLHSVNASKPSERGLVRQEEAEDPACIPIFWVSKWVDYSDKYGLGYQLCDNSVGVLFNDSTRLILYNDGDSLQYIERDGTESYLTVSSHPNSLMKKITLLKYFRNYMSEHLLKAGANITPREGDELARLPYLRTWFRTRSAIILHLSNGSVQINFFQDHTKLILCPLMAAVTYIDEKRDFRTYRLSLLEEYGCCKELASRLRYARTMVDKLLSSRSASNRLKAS
CCT chaperon mod – modulators of cytosolic chaperonin (CCT/TRiC) activity; purified chaperonin ATPase assay, HTRF ADP detection, 30 min; activity change, % (no concentration beside the values), hits read low; actives 0.3% (n = 360,000); AID 651819; in the data active = activity change below about -30%; also: % is scaled to controls: 0 for no effect and ±100 for the full control effect
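Enzyme 40 or 20 nM (batch-dependent) in Tris pH 7.4/KCl/MgCl2/DTT; cpd 76 uM single point; ATP 10 uM; 30 min 37 °C; Transcreener ADP HTRF detection, 30 min RT; ratio 665/615.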
EPAC1 antagonist – EPAC1 (human) antagonism | O95398 | EPAC1 GEF assay, Rap1b-BODIPY-GDP exchange fluorescence | Potency, µM (top dose mostly 115 µM), for inactives: at the highest dose activity change, negative = inhibition, most hits filed as inhibitors | actives 0.14% (n = 360,000) | AID 720709;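 also: potency is read from the fitted curve at half-maximal effect; plate controls were vehicle for no effect and positive control for full effect; nearly all actives have a fitted effect of over 50% in size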
PI5P4Ka inh – PI5P4K alpha (human) kinase inhibition | P48426 | PI5P4Kalpha enzyme, ADP-Glo luminescence, 60 min; hits give low values | max response, % | actives 1.2% (n = 330,000); active = max response of -50% or lower; inconclusive = between -30% and -50%; inactive = -30% or higher; also: value at the top dose of about 77 µM; % is scaled to controls: 0 for no effect and ±100 for the full control effect
Target sequence (P48426 whole entry, looked up): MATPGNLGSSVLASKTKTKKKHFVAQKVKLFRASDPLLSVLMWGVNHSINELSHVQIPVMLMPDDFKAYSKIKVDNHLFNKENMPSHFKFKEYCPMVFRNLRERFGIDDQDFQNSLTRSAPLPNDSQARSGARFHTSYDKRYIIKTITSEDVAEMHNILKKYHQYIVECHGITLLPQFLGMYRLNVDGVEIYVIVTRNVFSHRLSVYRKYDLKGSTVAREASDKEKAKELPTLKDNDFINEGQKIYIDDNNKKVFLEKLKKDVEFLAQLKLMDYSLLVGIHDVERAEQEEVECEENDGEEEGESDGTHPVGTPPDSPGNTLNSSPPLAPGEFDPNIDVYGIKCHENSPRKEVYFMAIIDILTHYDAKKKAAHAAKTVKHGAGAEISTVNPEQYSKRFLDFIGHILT
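Compounds were pin-transferred onto PI5P4Kalpha and substrate in HEPES pH 7.4 buffer with EGTA, CHAPS and 5% DMSO. ATP (5 microM final) started the reaction, which ran 60 minutes at room temperature before ADP-Glo detection.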
Mm-Cpn inhibitor – M. maripaludis TRiC chaperonin inhibition. purified Mm-Cpn ATPase, ADP Transcreener TR-FRET. Potency, µM (titrated, usually from 76.9 µM), for the others: top-dose activity, negative = inhibition, most hits filed as inhibitors. actives 0.031% (n = 330,000); also: potency is read from the fitted curve at half-maximal effect; % is scaled to controls: 0 for no effect and ±100 for the full control effect; nearly all actives have a fitted effect of over 80% in size
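Compound-treated chaperonin, 25 nM final, turns over 10 uM ATP at 37°C for 30 min following a 10 min preincubation; ADP generated competes with ADP-d2 for Eu-cryptate antibody, lowering FRET.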
Starred values were filed as active, the others as inactive; ? = inconclusive; . = not tested or not shown; & = joins results of further samples; [ ] = remark or other dose. Unless noted, calls follow the shape of the dose curve; as a rule, active = well fitted curve in the direction sought with a large enough effect; inconclusive = small, poorly fitted or top-dose-only effect, or another doubt; inactive = no such curve, though single readings can be large; an effect the other way counts as inactive or inconclusive. Only part of the results is shown. The share of hits here may be higher or lower than overall.

SMILES	WRN helicase inh	EPAC2 antagonist	EPAC1 ag	PLK1 PBD inh	CCT chaperon mod	EPAC1 antagonist	PI5P4Ka inh	Mm-Cpn inhibitor
O=C(CSc1ncnc2scc(-c3ccccc3)c12)NCc1ccc2c(c1)OCO2	-10%	-8%	16%	-1%	-12	5%	-2	?
COc1ccccc1/C=C/C(=O)OCC(=O)NCCC1=CCCCC1	7%	6%	-5%	-2%	0.3	16%	3	-1%
CCOC(=O)c1[nH]c(C)c(C(=O)NC(C)(C)C)c1C	-3%	12%	0%	1%	-3.5	-13%	6	3%
O=C(NCc1cc(Cl)cc(Cl)c1)c1ccc2nc(COCCO)[nH]c2c1	3%[57.1 µM]	3%	0%	-10%	-1.2	5%	0	.
Cc1ccc2nc(/C(C#N)=C\c3ccc([N+](=O)[O-])o3)[nH]c2c1	-21%	19%	-7%	-7%	0.4	10%	.	-3%
COc1ccc(CSc2nc(C)cc(=O)[nH]2)cc1Br	1%	8%	8%	-8%	2.3	1%	.	1%
COc1ccc(C(=S)N2CCN(S(=O)(=O)c3ccccc3)CC2)cc1	-5%	-9%	8%	6%	0.2	-28%	8	0%
CCOc1ccc(CN2CCNC(=O)C2CC(=O)N(C)Cc2nonc2C)cc1 (stereo not given)	-31%	22%	1%	-5%	2.8	8%	2	-1%
COc1ccc(NC(=O)C(Sc2nnc(-c3ccncc3)n2-c2ccccc2C)c2ccccc2)cc1Cl (stereo not given)	-33%	-1%	0%	-6%	2.1	9%	2	-2%
CSc1nc(Oc2ccc(F)cc2)c2ccccc2n1	-4%	-2%	-7%	-5%	0.8	-7%	21	1%
O=C(C1CCCCC1)N1CCN=C1SCc1cccc([N+](=O)[O-])c1	-7%	-9%	7%	-4%	1.1	-21%	2	0%
Cc1ccc(CN2CN(S(=O)(=O)c3cccs3)c3nc4ccccc4nc32)cc1	7%	-1%	0%	0%	0.8	1%	1	3%

Record cards, as listed above. Order of screens: WRN helicase inh | EPAC2 antagonist | EPAC1 ag | PLK1 PBD inh | CCT chaperon mod | EPAC1 antagonist | PI5P4Ka inh | Mm-Cpn inhibitor
CCOC(=O)c1[nH]c(C)c(C(=O)NC(C)(C)C)c1C across the screens: -3% | 12% | 0% | 1% | -3.5 | -13% | 6 | 3%
O=C(C1CCCCC1)N1CCN=C1SCc1cccc([N+](=O)[O-])c1 across the screens: -7% | -9% | 7% | -4% | 1.1 | -21% | 2 | 0%

Next structures follow.
SMILES	WRN helicase inh	EPAC2 antagonist	EPAC1 ag	PLK1 PBD inh	CCT chaperon mod	EPAC1 antagonist	PI5P4Ka inh	Mm-Cpn inhibitor
COCCn1c(=NC(=O)CN2C(=O)CCC2=O)sc2cc(S(N)(=O)=O)ccc21	0%	4%	-4%	-8%	-0.4	?	1	2%
Cc1ccc(S(=O)(=O)NC(C)(C)CN2CCNCC2)cc1	0%	-15%	12%	7%	1.3	-4%	3	4%
COc1cccc(CNc2ncnc3ccc(-c4c(C)noc4C)cc23)c1	.	-9%	-2%	.	.	6%	.	-1%&1%
COC(=O)c1ccc(/C=N/N2CCN(Cc3ccccc3)CC2)cc1	-17%	7%	3%	-4%	0.6	-9%	13	2%
CC(C)C(=O)Nc1cccc(N2CCN(CCCN3C(=O)C4CCCCN4C3=O)CC2)c1 (stereo not given)	-15%	-1%	-8%	-2%	1.2	-6%	2	.
Cc1nc(-c2cccc(NC(=O)c3cccc(S(=O)(=O)N4CCCC4)c3)c2)cs1	-7%	0%	-1%	8%	-0.2	7%	4	-10%
COc1ccc(/C=N/NC(=O)c2nn(-c3ccccc3)c(=O)c3c(N)scc23)cc1	-15%[57.1 µM]	7%	-3%	-20%	1.5	?	.	-1%
O=C(N/N=C/c1ccc(F)cc1)c1cc(-c2ccccn2)nc2ccccc12	7%	3%	0%	-1%	-3.3	-2%	-2	-2%
CCCCNC(=O)C1CCCN1C(=O)Nc1ccccc1 (stereo not given)	4%	7%	0%	-5%	-1.6	1%	-1	-1%
CCOC(=O)c1ccc(-c2cccc(-c3cc(=O)oc4cc(OC)cc(OC)c34)c2)cc1	-4%	0%	1%	-6%	-0.7	-1%	1	0%
CC(=O)NCCCC(=O)NN1C(=S)N(Cc2ccccc2)C(=O)C1CC(=O)Nc1cccc(C)c1 (stereo not given)	-6%	?	3%	1%	-4.6	-27%	7	0%
CC(OC(=O)c1nc(Cl)ccc1Cl)C(=O)Nc1ccccc1F (stereo not given)	9%	0%	8%	0%	-1.0	1%	-2	0%
COCc1cnc(C)nc1N	-3%	17%	3%	2%	-0.1	5%	0	-6%
CCOc1ccc(C(=O)NCC(=O)NCC(c2ccco2)N2CCCCC2)cc1OCC (stereo not given)	-8%	-3%	?	7%	1.2	-12%	7	-13%
CC1=C(C(=O)Nc2ccccc2F)C(c2cccs2)NC(=S)N1 (stereo not given)	-12%	-6%	3%	-19%	-0.4	-3%	-3	0%
COc1ccc(-c2cc(C(=O)Nc3c(C)nn(Cc4ccccc4Cl)c3C)no2)cc1	-6%	-9%	4%	-1%	0.7	-13%	.	3%
O=c1oc(-c2cccs2)nc2sc3c(c12)CCC3	-6%	0%	6%	-1%	0.0	16%	.	0%
CC(C)CCNC(=O)C(c1cccs1)N(CC1CCCO1)C(=O)Cn1nnc2ccccc21 (stereo not given)	1%	-3%	-14%	-7%	-4.6	-6%	0	1%
CCC(=O)Nc1ccc(Cl)c(NC(=O)C(C)C)c1	-4%	0%	-2%	4%	-1.3	-1%	.	0%
CCCCCCCCN1C(=O)[C@H](CC(=O)N2CCN(C(=O)C3CC3)CC2)C[C@@]2(C(=O)OCC)CCCC=C12	-10%	-22%	-20%	1%	-4.6	11%	9	.
O=C(NCc1ccccc1)c1cc(C2COCCN2C(=O)C/C=C/c2ccccc2)on1 (stereo not given)	-4%	-18%	2%	5%	1.1	-10%	2	.
C/C(=N/NC(=O)C1CCN(S(=O)(=O)c2ccc(C)cc2)CC1)c1cccc([N+](=O)[O-])c1	-7%	6%	-8%	-1%	-1.5	2%	-5	-1%
COC(=O)c1cccc(NC(=O)CCNC(=O)c2ccc([N+](=O)[O-])cc2)c1	2%	0%	-5%	-9%	0.6	-3%	-4	2%
COc1ccc(OC)c(CCNC(=O)c2ccc3c(=O)[nH]c4c(C(=O)NC(C)C)sc(=S)n4c3c2)c1	-21%[11.6 µM]	?	0%	?	1.4	?	-6	1%

Continued; the last three above are carried over.
SMILES	WRN helicase inh	EPAC2 antagonist	EPAC1 ag	PLK1 PBD inh	CCT chaperon mod	EPAC1 antagonist	PI5P4Ka inh	Mm-Cpn inhibitor
C/C(=N/NC(=O)C1CCN(S(=O)(=O)c2ccc(C)cc2)CC1)c1cccc([N+](=O)[O-])c1	-7%	6%	-8%	-1%	-1.5	2%	-5	-1%
COC(=O)c1cccc(NC(=O)CCNC(=O)c2ccc([N+](=O)[O-])cc2)c1	2%	0%	-5%	-9%	0.6	-3%	-4	2%
COc1ccc(OC)c(CCNC(=O)c2ccc3c(=O)[nH]c4c(C(=O)NC(C)C)sc(=S)n4c3c2)c1	-21%[11.6 µM]	?	0%	?	1.4	?	-6	1%
O=S1(=O)N=C(N2CCN(Cc3ccc4c(c3)OCO4)CC2)c2ccccc21	-5%	-8%	12%	-13%	-8.2	6%	.	-1%
COc1ccc(/C=C2/SC(=S)N(CC(=O)O)C2=O)cc1OCc1ccc(Cl)cc1	56µM*	-11%	-8%	30µM*	-0.4	2%	-12	0%
COc1ccc(OC)c(C2=NNC(=NCc3ccc4c(c3)OCO4)SC2)c1	-12%	-7%	5%	-13%	0.2	11%	-4	-2%
O=C(Nc1cccc(NC(=O)c2cccs2)c1)c1cccnc1	2%[57.1 µM]	4%	0%	6%	-0.6	-16%	1	?
CCOCCCNC(=O)C1c2ccccc2C(=O)N2CCc3ccccc3C12 (stereo not given)	2%	0%	7%	-10%	-3.0	7%	.	3%
CC(=O)Nc1ccc(N2CC(C)(C)C2=O)cc1	-1%	3%	4%	-9%	-2.6	-20%	-6	1%
Cn1c(N2CCC(C(N)=O)CC2)nc2c1c(=O)n(Cc1ccc(Cl)cc1)c(=O)n2C	1%	-4%	12%	-9%	-2.7	2%	.	1%
O=C(NC(Cc1c[nH]c2ccccc12)C(=O)N/N=C/c1cccc2ccccc12)c1cccs1 (stereo not given)	-5%	4%	3%	-11%	0.8	-11%	0	-3%
CCNC(=O)c1cc(S(=O)(=O)N(C)C)c(Cl)cc1Cl	-4%[57.1 µM]	8%	-3%	-15%	0.7	-10%	5	7%
Cc1ccc2cc(C)c(N3CCN(c4ccccn4)CC3)nc2c1	-4%	-8%	10%	-8%	-2.9	-9%	8	-2%
CNC(=S)N/N=C/c1c(C)nn(-c2ccccc2)c1Cl	-1%	3%	-5%	-3%	-2.4	14%	.	2%
COc1ccc(-c2nnc3sc(-c4ccccc4OC)nn23)cc1	4%	5%	0%	-12%	-1.3	3%	.	-2%
O=C(O)c1ccccc1NS(=O)(=O)c1ccccc1C(F)(F)F	-13%	-1%	4%	-2%	-1.0	12%	.	-2%

Single values from the results shown:
`Cn1c(N2CCC(C(N)=O)CC2)nc2c1c(=O)n(Cc1ccc(Cl)cc1)c(=O)n2C` in PLK1 PBD inh is entered as -9%
`COc1ccc(OC)c(C2=NNC(=NCc3ccc4c(c3)OCO4)SC2)c1` in EPAC1 ag is entered as 5%
`O=C(Nc1cccc(NC(=O)c2cccs2)c1)c1cccnc1` in EPAC1 ag is entered as 0%
`COc1ccc(-c2nnc3sc(-c4ccccc4OC)nn23)cc1` in CCT chaperon mod is entered as -1.3

Some entries already given, showing only PI5P4Ka inh, EPAC1 antagonist and PLK1 PBD inh:
| Molecule | PI5P4Ka inh | EPAC1 antagonist | PLK1 PBD inh |
| --- | --- | --- | --- |
| O=C(NC(Cc1c[nH]c2ccccc12)C(=O)N/N=C/c1cccc2ccccc12)c1cccs1 (stereo not given) | 0 | -11% | -11% |
| CNC(=S)N/N=C/c1c(C)nn(-c2ccccc2)c1Cl | . | 14% | -3% |
